GALK inh – blocks human galactokinase activity | Purified GALK, Kinase-Glo residual ATP luminescence | Potency, µM (titrated, usually from 57.5 µM), for the others: at the highest dose activity change, negative = inhibition, hits mostly inhibitors | P51570 | 0.007% of 270,000 active; also: potency is read from the fitted curve at half-maximal effect; % is scaled to controls: 0 for no effect and ±100 for the full control effect
Target sequence (P51570 whole entry, looked up): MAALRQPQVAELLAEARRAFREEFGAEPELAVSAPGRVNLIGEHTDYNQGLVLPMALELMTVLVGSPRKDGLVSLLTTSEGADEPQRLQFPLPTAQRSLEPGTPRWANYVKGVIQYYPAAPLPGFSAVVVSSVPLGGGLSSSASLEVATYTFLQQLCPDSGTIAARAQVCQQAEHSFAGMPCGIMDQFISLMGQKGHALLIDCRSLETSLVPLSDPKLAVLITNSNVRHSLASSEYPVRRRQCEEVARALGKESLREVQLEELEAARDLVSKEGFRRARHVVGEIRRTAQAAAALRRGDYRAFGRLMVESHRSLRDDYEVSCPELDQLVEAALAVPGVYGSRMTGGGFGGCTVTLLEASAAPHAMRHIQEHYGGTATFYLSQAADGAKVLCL
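Quantitative HTS: GALK 5 nM, ATP 35 uM, galactose 100 uM, 1 h room temperature, then luciferase-based ATP detection.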
A-T KAP1 phos – candidate therapy for ataxia-telangiectasia; 0.19% of 320,000 active; […] A-T fibroblasts, KAP-1 phosphorylation AlphaLISA; neocarzinostatin DNA damage 30 min before lysis; Potency, µM (series often up to 57.5 µM), for inactives: top-dose activation, most hits filed as activators; also: potency is read from the fitted curve at half-maximal effect; % of control where 0% means no effect; nearly all actives have a fitted effect of over 45% in size
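ATM-like activity read as KAP-1 phosphorylation via AlphaLISA donor/acceptor antibody pairs after lysis and 6 hr at 25C. Cells were ATM-null patient fibroblasts ([…], hTERT), dosed 60 min, then exposed to the DSB inducer NCS for 30 min.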
FBPA coupling cs – inhibits coupling enzyme system, counter-screen for aldolase hits; coupling enzyme system counterscreen, AmpLite Red fluorescence; activity change, negative = inhibition, % at 58.2 µM, hits read low; 0.67% of 290,000 active; in the data active = activity change below about -30%; also: % is scaled to controls: 0 for no effect and ±100 for the full control effect
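Final compound at 57.5 uM, incubated 10 min at RT with coupling enzyme reagent (glyceraldehyde-3-phosphate), then 20 min with substrate and AmpLite Red detection. Fluorescence read at 525/598 nm; tests interference with the coupling assay, not aldolase inhibition.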
MBNL1-CUG inh – inhibitors of human MBNL1 binding to CUG repeat RNA; TR-FRET MBNL1-His/biotin-(CUG)12 binding, 665/545 ratio; Potency, µM (titrated, usually from 57.5 µM), for inactives: at the highest dose activity change, negative = inhibition, actives largely listed as inhibitors; 0.036% of 280,000 active; AID 2675; active = well fitted inhibition curve with a large enough effect in the signal ratio, with a control signal flat, not every such curve was filed as active; inconclusive = small, poorly fitted or top-dose-only effect, or effect the other way, or a change in a side signal; inactive = no such curve, though single readings can be large or run the other way; the % refers to the signal ratio; also: potency is read from the fitted curve at half-maximal effect; % is scaled to controls: 0 for no effect and ±100 for the full control effect
Target sequence (Q9NR56 whole entry, looked up): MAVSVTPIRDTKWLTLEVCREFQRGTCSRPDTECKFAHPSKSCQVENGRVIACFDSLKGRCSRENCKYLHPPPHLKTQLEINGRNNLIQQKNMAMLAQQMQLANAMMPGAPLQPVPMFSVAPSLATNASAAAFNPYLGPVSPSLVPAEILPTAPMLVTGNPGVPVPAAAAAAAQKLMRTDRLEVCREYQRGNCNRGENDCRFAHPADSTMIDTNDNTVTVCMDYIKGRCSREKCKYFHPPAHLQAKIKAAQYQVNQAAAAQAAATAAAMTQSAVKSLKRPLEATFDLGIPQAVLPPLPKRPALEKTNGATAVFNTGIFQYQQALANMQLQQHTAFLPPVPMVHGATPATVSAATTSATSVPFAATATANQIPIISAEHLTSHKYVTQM
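MBNL1-His + Biotin-(CUG)12, cpd titration 92 nM–58 uM; Tb anti-His Ab 0.055 ng/ul, SA-XL665 5 nM (final); 60 min RT; ratiometric 665/545 nm, Ex 340 nm; normalized to buffer and full-complex controls.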
a7 integrin act – integrin-mediated muscular dystrophy alleviation activation. Potency, µM (highest dose often 38.3 µM), for inactives: top-dose activation, hits mostly activators. alpha7betagal myoblasts, beta-gal FDG fluorescence, 48 h. 0.064% of 350,000 active;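 also: potency is read from the fitted curve at half-maximal effect; 100% = response of the positive control SU9516; nearly all actives have a fitted effect of over 60% in size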
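Alpha7betagal+/- myoblasts (passage 13) were plated 16-24 hr, then exposed to compounds (1:260 dilution of DMSO stock) for 48 hours at 37C. After MPER lysis, β-galactosidase reporter activity was read as FDG fluorescence (ex 480/em 540) after 30 minutes.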
KCNH2 3.1 inh – inhibitors of human KCNH2 3.1 potassium channel isoform; U2OS KCNH2 3.1, thallium flux FluxOr; hits give low values; activity change, % (tested at about 1.8 µM); 0.95% of 340,000 active; AID 720553;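 active = maximum activity change below -70%; inconclusive = maximum activity change from -70% to -50%; inactive = maximum activity change above -50%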;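 also: thallium influx rate constant from kinetic fluorescence after stimulation buffer; % is scaled to controls: 0 for no effect and ±100 for the full control effect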
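Virally transduced U2OS (3.1 isoform, 4 h infection in dark at RT) → overnight 37 C → FluxOr + Red40 in HBSS/HEPES, 45 min → stimulation buffer, 2 min kinetic read → rate constant vs DMSO controls.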
KCNH2 WT inh – blocks the wildtype human KCNH2 potassium channel | U2OS, BacMam KCNH2, thallium flux FluxOr; hits give low values | activity change, % at 1.84 µM | 0.37% of 340,000 active;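 active = maximum activity change below -70%; inconclusive = maximum activity change between -70% and -50%; inactive = maximum activity change above -50%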; also: % is scaled to controls: 0 for no effect and ±100 for the full control effect
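U2OS cells transduced with wild-type KCNH2 virus are loaded with FluxOr dye for 45 min, and thallium flux is measured in kinetic reads before and after stimulation buffer. Rate constants are normalized to DMSO controls.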
TRPV1 ag – activates the human vanilloid receptor TRPV1; TRPV1-expressing cells, Fluo-8 calcium influx, agonist mode; activation, % at 8.33 µM; 0.19% of 320,000 active; AID 540275; in the data active = activation above about 80%; inconclusive = between about 30% and that limit; also: 0% is about no effect
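Fluo-8 calcium influx in TRPV1-expressing cells, kinetic read (ex 480/em 520 nm). Compound added and read 3 min for agonist activity, followed by capsaicin at EC20 final and 2 min further read for enhancement.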
MLL CXXC-DNA inh – blocks binding of human MLL CXXC domain to DNA. 0.037% of 290,000 active. MLL-CXXC / FITC-HOXA9 DNA fluorescence polarization. Potency, µM (titrated, usually from 115 µM), inactives show at the top dose activity change, negative = inhibition, actives largely listed as inhibitors; active = well fitted inhibition curve with a large enough effect in the polarisation, with a control signal flat, not every such curve was filed as active; inconclusive = small, poorly fitted or top-dose-only effect, or effect the other way, or a change in a side signal; inactive = no such curve, though single readings can be large or run the other way; the % refers to the polarisation; also: potency is read from the fitted curve at half-maximal effect
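Fluorescence polarization: 7 uM MLL-CXXC (stock) preincubated 5 min with compounds, then 50 nM fluorescein-HOX-A9 DNA (stock) added; 30 min ambient. Buffer 50 mM Tris-HCl pH 7.5, 50 mM NaCl, 1 mM DTT, 0.05% BSA.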
S-ASM inh – inhibitors of human secretory acid sphingomyelinase | AID 504937 | P17405 | 0.006% of 340,000 active | Potency, µM (highest dose often 57.5 µM), for the others: at the top dose activity change, negative = inhibition, hits mostly inhibitors | placental ASM, HMU-PC fluorogenic substrate, 60 min; also: potency is read from the fitted curve at half-maximal effect
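Fluorogenic HMU-PC substrate (9 uM final) is turned over by placental ASM in 60 min at 37 C after a 10 min compound preincubation. Reaction ended by alkaline stop (pH 10), with fluorescence read at 386/447 nm.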
Starred values were filed as active, the others as inactive; ? = inconclusive; . = no result given; & = joins results of further samples; [ ] = remark or other dose. Unless noted, calls follow the shape of the dose curve; as a rule, active = well fitted curve in the direction sought with a large enough effect; inconclusive = small, poorly fitted or top-dose-only effect, or another doubt; inactive = no such curve, though single readings can be large; an effect the other way counts as inactive or inconclusive.

SMILES | GALK inh | A-T KAP1 phos | FBPA coupling cs | MBNL1-CUG inh | a7 integrin act | KCNH2 3.1 inh | KCNH2 WT inh | TRPV1 ag | MLL CXXC-DNA inh | S-ASM inh
CC(NS(=O)(=O)c1ccc2c(c1)C(=O)c1cc(S(=O)(=O)NC(C)C(=O)O)ccc1-2)C(=O)O (stereo not given) | 2% | -3% | 12 | ? | ? | 19 | 2 | -2 | -17% | -5%
CCN(CC)CCN(C(=O)c1cc2ccccc2cc1OC)c1nc2ccc(OC)cc2s1 | -1% | -5% | -1 | -5% | -76%[inhibitor] | ? | -30 | -2 | -3% | -9%
CC(=O)c1ccc(-n2cc(-c3ccc(C(C)(C)C)cc3)[n+]3c2SCCC3)cc1 | 0% | 1% | -2 | -3% | -54%[inhibitor] | 11 | 1 | 2 | 3% | 4%
Cc1cccc2sc(NC(=O)Cn3c(C)csc3=O)nc12 | . | -1% | . | . | -6% | 22 | 1 | ? | . | -2%
CCCCNC(=O)C(C)N(CCN(C)C)C(=O)CCCN1C(=O)NC(c2ccc([N+](=O)[O-])cc2)C(C(=O)OCc2ccccc2)=C1C (stereo not given) | . | 5% | . | . | 0% | . | ? | . | . | 3%
COc1cc(OC)c2ccc(=O)oc2c1C(CC(=O)N1CCOCC1)c1ccc2c(c1)OCO2 (stereo not given) | 2% | -8% | -2&1 | -2% | -11% | -13 | -8 | 3 | 0% | 14%
CCOc1ccc(-n2cnnn2)cc1S(=O)(=O)N1CCCCC1 | 4% | 14% | 1 | -5% | 9% | 16 | 12 | 4 | 5% | -2%
CCC(C)(C)C1CCC2(CC1)NC(=O)N(CC(=O)N(C)CCOc1ccc(Cl)cc1)C2=O (stereo not given) | . | 7% | . | . | 19% | -8 | 7 | 2 | . | -3%
Cc1cccc(/C=N/n2c(-c3ccccc3)n[nH]c2=S)c1O | -2% | -11% | -2 | -3% | 0% | 1 | -2 | -5 | -1% | -5%
COc1ccc(C(CNC(=O)c2cccc(S(=O)(=O)N3CCc4ccccc43)c2)N(C)C)cc1 (stereo not given) | . | 14% | . | . | -31% | -3 | 20 | . | . | 5%
CCN1CCN(C(=O)CNC(=O)c2nn(-c3ccc(OC)cc3)c(=O)c3ccccc23)CC1 | -2% | 0% | -2 | ? | 1% | 26 | 19 | -1 | 0% | 3%
COc1c(/C=N/NC(=O)c2ccncc2)c(CCN(C)C(C)=O)cc2c1OCO2 | 0% | -6% | -2 | -1% | -7% | 4 | -5 | 5 | -19% | 3%
CC(=O)Nc1ccc(NC(=O)CSc2nnc(-c3cc4ccccc4o3)n2C)cc1 | 0% | 6% | -1 | 5% | -16% | 1 | -1 | 1 | -2% | -1%
CC(C)c1ccc(CN2CC(C(=O)Nc3ccccc3)CC2=O)cc1 (stereo not given) | 6% | -9% | -1 | -3% | 1% | -3 | 1 | 13 | 3% | -4%
COC(=O)c1c(NC(=O)C2CC2)sc2c1CCCC2 | -2% | 17% | -5 | 7% | 0% | -13 | -1 | 5 | -3% | -2%
O=C(N=C1SCC(=O)N1c1ccccc1Cl)c1ccco1 | 6% | 6% | -12 | 5% | -12%[7.66 µM] | 4 | -4 | -2 | 11% | 4%
COC(=O)c1ccc(NS(=O)(=O)N(C)C)cc1 | 0% | -1% | -2 | 2% | 2% | -8 | 42 | -2 | 1% | 3%
Cc1ccc(S(=O)(=O)NNC(=O)Nc2ccc(C)c(C)c2)c(C)c1 | 5% | -6% | . | -3% | -14% | -16 | -2 | -1 | -5% | -7%
CCN(CC(=O)NCc1ccc(Cl)cc1)C(=O)/C=C/c1ccco1 | 5% | -1% | -2 | ? | 3% | -5 | 11 | 14 | 14% | -1%
O=C(Nc1ccccc1N1CCCCC1)c1ccc(OC(F)F)cc1 | 0% | 13% | 0 | -9% | -9% | -43 | 10 | 19 | -5% | -6%
O=C1C=C(c2ccc(O)cc2)C[C@@H](c2ccc3c(c2)OCO3)C1 | . | 4% | . | . | 32% | . | . | 7 | . | -5%
CCc1ccc(NC(=O)C(=O)c2cn(CC(=O)N3CCCCC3)c3ccccc23)cc1 | 0% | -1% | -3 | ? | 0% | 8 | -5 | 1 | 1% | -5%
Cc1ccccc1CN1C[C@@H]2C[C@@H](c3cnc(N4CCOCC4)s3)N3CCC[C@@]23C1=O | -3% | 6% | -6 | 9% | -7% | 3 | 30 | 1 | 21% | 0%
COc1ccc(C)cc1S(=O)(=O)N(CC(=O)N1CCOCC1)Cc1ccccc1 | 0% | 5% | -1 | 5% | 10% | -15 | -6 | 4 | 4% | -1%
NNC(=S)NCc1cccnc1 | -2% | 7% | 0 | -4% | -25% | -16 | 3 | -3 | 0% | 2%
SMILES | GALK inh | A-T KAP1 phos | FBPA coupling cs | MBNL1-CUG inh | a7 integrin act | KCNH2 3.1 inh | KCNH2 WT inh | TRPV1 ag | MLL CXXC-DNA inh | S-ASM inh
CCOC(=O)CN1C(=O)/C(=C/c2ccc(Cl)cc2)Oc2ccccc21 | -1% | 11% | -1 | 6% | 29% | -6 | 0 | 5 | -8% | .
[S-]C(=Nc1ccc(Cl)cc1)N[n+]1ccccc1 | 2% | -10% | 7 | ? | 12% | 3 | 1 | -11 | 2% | 2%
O=C(Cn1cc(SCc2ccc(F)cc2)c2ccccc21)N1CCOCC1 | 1% | 3% | 0 | -21% | -43% | 4 | -2 | 1 | 1% | -1%
CCCCN(CC)Cc1ccc(CNC(=O)Nc2ccccc2)o1 | -3% | 0% | 1 | -2% | 2% | 1 | 13 | 4 | -3% | 3%
CCc1nc2ccc(Cc3ccc4nc(CC)[nH]c4c3)cc2[nH]1 | 0% | -9% | -1 | -11% | -14% | 4 | 1 | 9 | -5% | 8%
CCCn1c(-c2cccs2)nc2ccccc21 | 2% | 23% | -12 | 5% | -25% | 10 | 3 | -4 | 0% | 1%
COc1ccc(Cl)cc1NC(=O)NCCN1CCNC1=O | -4% | 7% | -6 | . | -4% | -8 | 0 | 0 | -9% | 2%
CCN(CC)S(=O)(=O)c1ccc2[nH]c(=O)cc(C(=O)Nc3ccccc3N3CCCC3)c2c1 | 3% | -4% | -1 | -6% | -21% | 9 | 15 | 5 | 0% | 0%
CNc1cc(CSC)nc(SCc2ccc(Cl)c(Cl)c2)n1 | -5% | 5% | . | -10% | -14% | ? | -11 | -2 | 8% | -14%
CCCOc1c(OC)cc(Cl)cc1C1NC(=O)NC(C)=C1C(=O)NCc1ccccc1 (stereo not given) | -1% | -1% | 2 | -1% | -6% | 4 | -16 | -1 | -5% | -4%
Cn1cnc([N+](=O)[O-])c1S(=O)(=O)Nc1ccccc1 | . | . | . | . | -46%[inhibitor] | -24 | 2 | . | . | 2%
CCN(CC)c1ccc(/C=N/n2nnnc2N)c(O)c1 | 0% | 4% | -3 | ? | -18% | 10 | -8 | 7 | 2% | 219%[activator]
COc1ccc(C(=O)N(CCCO)C(C)C(=O)NC2CCCCC2)cc1OC (stereo not given) | 6% | -4% | 1 | 10% | 16% | 4 | 10 | -1 | 0% | -3%
COc1ccc(OC)c(S(=O)(=O)N/N=C\c2ccc3c(c2)OCO3)c1 | -7% | -11% | 2 | 12% | 3% | 5 | -2 | 3 | 14% | -1%
CCCCc1nnc(NC(=O)COC)s1 | 1% | -4% | 1 | -1% | 0% | -28 | -1 | 1 | -5% | 2%
Clc1cccc(OCCn2ccnc2)c1 | -2% | -3% | 3 | -1% | 17% | -3 | 0 | 5 | -4% | -2%
CCN1CCN(C(=S)NCCc2ccccc2)CC1 | -2% | -1% | 1 | -3% | -17% | -10 | -5 | 7 | 2% | 2%
COc1ccc2[nH]c3c(c2c1)CCN1C(=O)C(CC(=O)NCc2ccco2)C[C@H](C(=O)N2CCOCC2)[C@@]31CCC1CCCC1 (stereo not given in full) | . | 24% | . | . | -14% | -44 | -1 | . | . | -4%
O=C(Nc1ccc(C(=O)N2CCCCC2)cc1)c1ccc(Br)cc1 | 1% | 6% | 1 | -16% | 5% | 2 | 5 | 24 | -7% | -1%
O=Nc1c2cc(-c3ccccc3)[nH]nc-2c2ccccc12 | 15% | 2% | -2 | ? | 7% | -10 | -2 | -4 | -16% | -2%
Cc1ccc(-n2c(=O)cc(N3CCN(C(=O)c4ccco4)CC3)[nH]c2=O)cc1 | 2% | 3% | 0 | 2% | 30% | 8 | -8 | 1 | 5% | 5%
Cc1c(Cl)cccc1NC(=S)Nc1ccc(S(=O)(=O)Nc2ncccn2)cc1 | . | -4% | . | . | -26% | -12 | 7 | . | . | 0%
CCOc1cccc(C(=O)Nc2ccc(N3CCN(S(C)(=O)=O)CC3)cc2)c1 | 0% | . | -2 | -2% | 19% | -20 | 5 | 20 | -1% | 7%
COc1ccc(NC(=O)Cn2cnc3sc(C)c(S(=O)(=O)N4CCOCC4)c3c2=O)cc1Cl | 0% | -4% | 0 | -10% | -21% | -9 | -4 | -1 | 7% | -14%

Screening data as filed in PubChem.
